Source: PubChem
EPAC2 ag: agonists of human EPAC2 (RAPGEF4); Q8WZA2; 360,000 compounds, 0.079% hits; AID 720711; EPAC2 activation, biochemical qHTS; response scale: 100% = 6.5 mM cAMP response; Potency, µM (highest dose often 154 µM), without a hit: at the highest dose activation, usual class: activators; also: potency is read from the fitted curve at half-maximal effect; nearly all actives have a fitted effect of over 50% in size
Target sequence (Q8WZA2 whole entry, looked up): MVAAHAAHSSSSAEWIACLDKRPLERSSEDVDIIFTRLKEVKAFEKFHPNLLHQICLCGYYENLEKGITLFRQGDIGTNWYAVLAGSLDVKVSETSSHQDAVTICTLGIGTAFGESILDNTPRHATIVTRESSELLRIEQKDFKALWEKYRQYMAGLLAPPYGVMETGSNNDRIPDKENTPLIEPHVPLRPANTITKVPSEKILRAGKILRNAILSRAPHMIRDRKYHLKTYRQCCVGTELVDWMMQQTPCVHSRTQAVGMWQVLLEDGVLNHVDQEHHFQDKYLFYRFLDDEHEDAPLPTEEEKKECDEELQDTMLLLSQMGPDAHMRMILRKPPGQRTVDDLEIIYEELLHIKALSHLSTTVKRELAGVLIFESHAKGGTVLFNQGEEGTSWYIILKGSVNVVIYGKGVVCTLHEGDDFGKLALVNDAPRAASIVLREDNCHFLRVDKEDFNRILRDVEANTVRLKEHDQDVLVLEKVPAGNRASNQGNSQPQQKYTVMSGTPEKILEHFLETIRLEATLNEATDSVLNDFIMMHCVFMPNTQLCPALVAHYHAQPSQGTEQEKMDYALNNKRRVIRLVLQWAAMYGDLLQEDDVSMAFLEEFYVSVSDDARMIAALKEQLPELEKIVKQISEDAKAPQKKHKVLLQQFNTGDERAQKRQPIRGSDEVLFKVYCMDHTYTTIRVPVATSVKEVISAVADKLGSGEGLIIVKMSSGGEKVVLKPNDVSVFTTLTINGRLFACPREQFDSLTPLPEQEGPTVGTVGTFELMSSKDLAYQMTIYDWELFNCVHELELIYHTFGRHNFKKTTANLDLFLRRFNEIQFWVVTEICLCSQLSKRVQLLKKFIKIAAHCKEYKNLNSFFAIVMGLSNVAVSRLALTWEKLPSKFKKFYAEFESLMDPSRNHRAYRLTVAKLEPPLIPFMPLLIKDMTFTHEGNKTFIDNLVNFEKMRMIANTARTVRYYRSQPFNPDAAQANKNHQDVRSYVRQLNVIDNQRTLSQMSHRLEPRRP
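Compounds were added across a concentration range to EPAC2 (100 nM), RAP1B-BODIPY-GDP (250 nM) and GDP (50 uM). After 5 min at room temperature, fluorescence was recorded at 5-min intervals for 30 min.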
Nrf2 block: inhibitors of Nrf2 signaling; A549 ARE-Fluc reporter, luciferase luminescence, 18-24 h; Potency, µM (doses to about 46 µM), inactives show at the highest dose activity change, negative = inhibition, usual class: inhibitors; 360,000 compounds, 2.1% hits; also: potency is read from the fitted curve at half-maximal effect; % is scaled to controls: 0 for no effect and ±100 for the full control effect; nearly all actives have a fitted effect of over 60% in size
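In this cell-based qHTS, ARE-driven firefly luciferase in A549 cells reports Nrf2 activity; the luminescent signal after BugLite lysis is the measured value, with a prior CellTiter-Fluor read for cell health.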
Nrf2 activator: activators of Nrf2 (ARE) signaling. AREc32 ARE-luciferase reporter (MCF7-derived line), luminescence, 24 h. Potency, µM (highest dose often 46.1 µM), without a hit: at the top dose activation, hits mostly activators. 410,000 compounds, 0.31% hits. AID 624171; also: potency is read from the fitted curve at half-maximal effect; % of control where 0% means no effect; nearly all actives have a fitted effect of over 65% in size
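Cells of the AREc32 ARE-luciferase line are plated in OPTI-MEM containing 5% FBS and left overnight at 37 deg C. Compounds are pinned in, incubation continues 24 hr, and firefly luciferase signal is then measured.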
CCT chaperon mod: changes cytosolic chaperonin activity | activity change, % (concentration not given with the values), hits read low | 360,000 compounds, 0.3% hits | purified chaperonin ATPase assay, HTRF ADP detection, 30 min; in the data active = activity change below about -30%; also: % is scaled to controls: 0 for no effect and ±100 for the full control effect
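TRiC at 40 or 20 nM final (batch-dependent) in 30 mM Tris pH 7.4, 100 mM KCl, 5 mM MgCl2, 1 mM DTT, with compound at single 76 uM and 10 uM ATP, 30 min at 37 deg C. ADP detected by HTRF Transcreener, 665/615 ratio.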
TGFb inhibitor: TGF-b pathway inhibition; HepG2 CAGA-GFP TGF-b/SMAD3 reporter, GFP fluorescence, 18 h; TGF-beta stimulated, 500 pg/mL final; AID 588855; Potency, µM (doses to about 46.1 µM), for inactives: at the highest dose activity, negative = inhibition, actives largely listed as inhibitors; 410,000 compounds, 1.2% hits; also: potency is read from the fitted curve at half-maximal effect; % is scaled to controls: 0 for no effect and ±100 for the full control effect; nearly all actives have a fitted effect of over 65% in size
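Inhibition of TGF-beta-driven CAGA-GFP reporter expression in HEPG2 cells is measured by cellular GFP fluorescence after 18 h stimulation with 500 pg/mL recombinant TGF-beta in 1% FBS medium at 37 degrees C.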
Mm-Cpn inhibitor: blocks the Methanococcus maripaludis chaperonin Mm-Cpn; purified Mm-Cpn ATPase, ADP Transcreener TR-FRET; Potency, µM (highest dose often 76.9 µM), inactives show at the highest dose activity, negative = inhibition, most hits filed as inhibitors; 330,000 compounds, 0.031% hits; AID 504842; also: potency is read from the fitted curve at half-maximal effect; % is scaled to controls: 0 for no effect and ±100 for the full control effect; nearly all actives have a fitted effect of over 80% in size
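Quantitative HTS used 25 nM Mm-CPN and 10 uM ATP in magnesium/KCl Tris buffer, pH 7.4, with 1 mM DTT. Hydrolysis ran 30 min at 37°C; ADP was read by HTRF.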
EPAC2 antag: blocks human EPAC2 exchange factor. AID 720708. Potency, µM (top dose mostly 114 µM), without a hit: at the highest dose activity, negative = inhibition, hits mostly inhibitors. EPAC2 GEF exchange of Rap1B-BODIPY-GDP, fluorescence. Q8WZA2. 360,000 compounds, 0.18% hits; also: potency is read from the fitted curve at half-maximal effect; % is scaled to controls: 0 for no effect and ±100 for the full control effect; nearly all actives have a fitted effect of over 45% in size; many of its hits are not listed in these tables
A549 viability: A549 cytotoxicity, counter-screen for Nrf2 inhibitors. A549 ARE-Fluc cells, CellTiter-Fluor viability, 18-24 h. Potency, µM (series often up to 46 µM), without a hit: at the highest dose activity change, negative = cytotoxicity, actives largely listed as inhibitors. 390,000 compounds, 0.16% hits. AID 504648; also: potency is read from the fitted curve at half-maximal effect; % is scaled to controls: 0 for no effect and ±100 for the full control effect
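Cytotoxicity counterscreen: CellTiter-Fluor fluorescence was measured in A549 ARE_Fluc cells after 18-24 h of compound exposure in a concentration series. The subsequent BugLite luminescent read reports ARE-luciferase activity.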
pAkt inh: inhibitors of Akt phosphorylation; 360,000 compounds, 0.32% hits; AID 651550; Neuro2A IGF-stimulated pAkt S473 HTRF, 20 min; active compounds read low; activity change, % for hits at 50 µM; in the data active = activity change below about -80%; inconclusive = mostly about -51% to -80%; also: % is scaled to controls: 0 for no effect and ±100 for the full control effect
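Neuro2A cells (4,500/well, DMEM with 0.5% FBS) were treated with compound at a single 50 µM final concentration, stimulated with 6 nM IGF for 20 min at 37 °C, and lysed. Phospho-Akt Ser473 was read by HTRF as 665/615 ratio ×10^4.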
* marks the source's active call; other numbers are inactive results; i = inactive; ? = inconclusive; . = no result given; [ ] = dose if it differs, or a comment. Unless noted, calls follow the shape of the dose curve; as a rule, active = well fitted curve in the direction sought with a large enough effect; inconclusive = small, poorly fitted or top-dose-only effect, or another doubt; inactive = no such curve, though single readings can be large; an effect the other way counts as inactive or inconclusive. This is a subset; the hit share may differ from the screen's.

SMILES	EPAC2 ag	Nrf2 block	Nrf2 activator	CCT chaperon mod	TGFb inhibitor	Mm-Cpn inhibitor	EPAC2 antag	A549 viability	pAkt inh
Cc1cccc(Oc2nc3c(C)cccn3c(=O)c2/C=C(\C#N)c2nc3ccccc3s2)c1	.	5%	4.1%	.	-5%	.	.	-16%	.
CCOC(=O)/C(C#N)=C/Nc1ccsc1C(C)=O	-3%	0%	0.8%	-0.2	15%	-1%	11%	-10%	i
COc1cccc(CN(C)C(=O)c2cccc(S(=O)(=O)Nc3cccc(C)c3)c2)c1OC	4%	4%	0.3%	-0.1	-4%	.	-2%	3%	i
COCCNC(=O)C(=O)Nc1ccc(Cl)cc1C	6%	-3%	0.5%	0.4	-5%	1%	-3%	-4%	i
CCNc1nc(OC)nc(N(OC)S(=O)(=O)c2ccc(C)cc2)n1	17%	-24%	-0.1%	-3.9	-6%	0%	-4%	-3%	i
Cc1cc(OCC(O)CN(CCO)CCO)ccc1Cl (stereo not drawn)	-14%	.	-0.9%	-1.9	20%	1%	-5%	2%	i
CC(C)C(C(=O)Nc1ccc2c(c1)OCCOCCOCCOCCO2)N1C(=O)c2ccccc2C1=O (stereo not drawn)	18%	10%	-0.2%	-1.4	14%	0%	-2%	0%	i
O=C(Nc1ccc(F)cc1)c1cccn1-c1nnc(N2CCCCC2)s1	.	?	3.3%	.	0%	.	.	1%	.
O=C(NCc1ccccc1Cl)c1ccc2c(=O)n(CCCN3CCCC3=O)c(=S)[nH]c2c1	14%	3%	-0.5%	-1.5	14%	-1%	-3%	.	i
COc1cc(/C=C(/NC(=O)c2ccccc2)C(=O)Nc2ccc(O)cc2)c([N+](=O)[O-])cc1OC	-7%	24%	-0.4%	2.9	-8%	2%	-6%	-22%	i
CC(=O)N1c2ccc(S(=O)(=O)NCCC(=O)Nc3ccc(F)cc3)cc2CC1C (stereo not drawn)	-1%	0%	0.5%	-0.3	6%	0%	21%	0%	i
Cc1cccn2c(Nc3ccccc3)c(-c3ccccn3)nc12	6%	-4%	-2.0%	0.0	?	1%	-10%	6%	i
CC(C)C(=O)OCCN=C1NS(=O)(=O)c2ccccc21	-4%	1%	0.1%	0.3	0%	0%	-6%	0%	i
COc1cccc(NC(=O)Cn2c(=O)n(CCc3ccccc3)c(=O)c3c4c(sc32)CN(C(C)=O)CC4)c1	.	-2%	0.2%	.	-19%	.	.	7%	.
CCOC(=O)C1=C(CC)OC(N)=C(C#N)C1c1ccc(NC(C)=O)cc1 (stereo not drawn)	10%	-3%	0.2%	-1.0	4%	2%	4%	7%	i
Cc1ccc2ncc(C(=O)NC(C)c3ccccc3)c(=O)n2c1 (stereo not drawn)	.	8%	0.4%	.	-8%	.	.	-4%	.
O=C(N/N=C/C=C\c1cccc([N+](=O)[O-])c1)c1ccccn1	17%	17%	4.0%	-1.1	6%	0%	-14%	7%	i
CCCNC(=O)Cn1ncc2c3ccccc3n(CCC)c2c1=O	.	?	-0.3%	.	-15%	.	.	5%	.
Cc1ccc(NC(=S)NCCCN2CCOCC2)cc1	1%	6%	-0.1%	1.2	8%	-2%	1%	1%	i
CCCC(=O)Nc1ccc2oc(-c3ccncc3)nc2c1	1%	2%	0.2%	-1.3	-12%	-3%	-4%	-16%	i
O=C(NCCCN1CCN(c2ccccc2)CC1)c1nnc(Cc2c(F)cccc2Cl)o1	.	-6%	7.5%	.	-10%	.	.	-6%	.
COc1ccc([C@H]2CC(=O)C=C(c3ccc(F)cc3OCc3ccccc3)C2)cc1OC	9%	?	4.9%	0.7	-12%	-10%	?	-11%	i
CC(=O)CC(C)=NCCN=C(C)CC(C)=O	6%	.	0.4%	-1.1	25%	-1%	6%	-9%	i
O=C(O)/C=C/C(=O)NNC(=O)c1ccc(Cl)cc1Cl	-4%	5%	3.0%	-5.2	1%	-7%	3%	2%	i

Single records, from the list above. Order of screens: EPAC2 ag, Nrf2 block, Nrf2 activator, CCT chaperon mod, TGFb inhibitor, Mm-Cpn inhibitor, EPAC2 antag, A549 viability, pAkt inh
CC(=O)N1c2ccc(S(=O)(=O)NCCC(=O)Nc3ccc(F)cc3)cc2CC1C (stereo not drawn) is entered as -1%, 0%, 0.5%, -0.3, 6%, 0%, 21%, 0%, i
O=C(N/N=C/C=C\c1cccc([N+](=O)[O-])c1)c1ccccn1 is entered as 17%, 17%, 4.0%, -1.1, 6%, 0%, -14%, 7%, i

(continued)
SMILES	EPAC2 ag	Nrf2 block	Nrf2 activator	CCT chaperon mod	TGFb inhibitor	Mm-Cpn inhibitor	EPAC2 antag	A549 viability	pAkt inh
Cc1cc2c(sc3ccccc32)c(C)n1	13%	0%	-1.0%	0.0	?	0%	6%	-1%	i
CN(C[C@H](Cc1ccccc1)N(C[C@@H](CC1CCCCC1)N(CCc1ccccc1)N=O)N=O)N=O	5%	-20%	0.1%	-0.8	?	.	-17%	-1%	i
CCn1nc(C(=O)OCC(=O)c2ccc3c(c2)OCCO3)c2ccccc2c1=O	2%	4%	-1.0%	-2.4	-10%	-1%	-1%	-1%	i
Cc1ccc(-c2nc(Nc3ccc(N4CCOCC4)cc3)c3ccccc3n2)cc1	8%	?	13%	-0.4	?	-2%	-5%	-19%	i
COc1nc(C)c2cc(C)oc2n1	-2%	15%	0.4%	2.4	0%	2%	3%	-1%	i
CC1(C(=O)NS(=O)(=O)c2ccc(Cl)cc2)CCN1C(=O)Cc1ccccc1Cl (stereo not drawn)	7%	.	0.2%	0.4	-12%	.	2%	.	i
O=C1c2ccccc2-c2cccnc21	13%	1%	1.1%	-1.4	-8%	-1%	7%	3%	i
O=S(=O)(c1ccc(F)cc1)N1CCCC(CO)C1 (stereo not drawn)	0%	11%	-1.1%	-1.3	-3%	-7%	11%	-8%	i
Cc1ccc(C=Nc2cccnc2N)cc1	5%	?	11%	-1.1	7%	-3%	-5%	13%	i
COc1cc(CN2CCCC(C(=O)N3CCc4ccccc4C3)C2)cc(OC)c1OC (stereo not drawn)	0%	-7%	0.2%	0.8	-13%	-1%	-5%	4%	i
CC1CCCC(C)N1CCCNC(=O)CN1C(=O)COc2ccc(S(=O)(=O)N3CCOCC3)cc21 (stereo not drawn)	6%	5%	-0.2%	-2.6	2%	-1%	-3%	12%	i
COc1cccc(C2NC(=O)CCC2[N+](=O)[O-])c1OC (stereo not drawn)	-5%	8%	1.4%	-0.5	71%[activator]	2%	2%	0%	i
Cn1c(SCC(=O)N2CCc3ccccc3C2)nnc1-c1cccs1	-3%	-1%	7.8%	-0.1	-4%	.	9%	3%	i
Cc1ccc(NC(=S)N2CCN(S(=O)(=O)c3c(F)cccc3F)CC2)cc1C	16%	21%	0.2%	-0.8	-44%	-8%	-3%	16%	i
Cc1ccc(OCC(=O)NCC2(N3CCOCC3)CCCCC2)cc1C	.	2%	4.1%	.	0%	.	.	4%	.
COc1ccc(NC2=NCC(=O)N2c2ccccc2F)c(OC)c1	4%	17%	-0.1%	1.3	-21%	1%	0%	11%	i
Cc1ccc(CN(C(=O)c2cc(=O)c3cc(Cl)c(C)cc3o2)C2CCS(=O)(=O)C2)cc1 (stereo not drawn)	12%	?	-0.2%	-4.1	?	-1%	-5%	-22%	i
CN(C)c1nc(Oc2ccc(N)cc2)nc(N(C)C)n1	2%	-5%	0.0%	-2.9	1%	-2%	-2%	-9%	i
CC(C)CNc1oc(-c2ccc(F)cc2)nc1C#N	-8%	3%	0.4%	-3.0	-6%	-2%	-9%	-3%	i
CCOC(=O)CNC(=O)C1(c2ccccc2)CCCC1	3%	-9%	-0.5%	-0.8	2%	3%	-5%	6%	i
CCn1cc(C(=O)N[C@@H](CCSC)C(=O)NCCCOC)c(=O)c2cc3c(cc21)OCO3	3%	-19%	-1.0%	-0.9	8%	1%	3%	-1%	i
Cc1ccc(CNC(=O)c2ccc(NC(=O)CCS(=O)(=O)c3cccs3)cc2)cc1	-11%	3%	-0.2%	-4.1	0%	-2%	9%	-1%	i
Clc1ccc(-n2nnnc2-c2ccno2)cc1	9%	-18%	-0.6%	-0.3	-15%	0%	-2%	-7%	i
Cc1ccc(C(=O)N/C(=C\c2ccco2)C(=O)NCc2cccnc2)cc1	4%	13%	-0.3%	-2.7	-6%	1%	10%	2%	i
COc1ccc(C2CC(=O)Nc3c2c(C)nn3-c2nc(C)cc(C)n2)c(OC)c1OC (stereo not drawn)	.	-8%	0.4%	.	-6%	.	.	9%	.
COc1ccccc1NC(=O)NC1CCCCCCC1	-1%	14%	1.8%	2.1	44%[activator]	-1%	0%	-3%	i
CN(CCOc1ccc(-c2ccn(S(=O)(=O)c3c(Cl)cccc3Cl)n2)cc1)c1ccccn1	2%	-7%	-0.2%	-1.0	-4%	0%	8%	-6%	i
COc1ccc(CCNC(=O)C2CCN(C(=O)c3ccc(F)cc3)CC2)cc1	6%	10%	0.5%	-0.5	-9%	2%	3%	16%	i
Cc1cc2c(c(=O)n1Cc1ccccn1)C(C(C)C)C(C#N)=C(N)O2 (stereo not drawn)	1%	2%	0.0%	1.2	2%	1%	1%	0%	i
O=[N+]([O-])c1ccc(O)c(C=Nc2ccc3c(c2)OCO3)c1	7%	17%	3.7%	-2.2	1%	-5%	7%	-6%	i
Cc1oc2c(cc(NS(=O)(=O)c3ccc(Cl)cc3)c3ccccc32)c1C(=O)O	6%	0%	0.5%	-1.6	-10%	1%	1%	0%	i
COc1ccc(S(=O)(=O)Cc2ccc(C(=O)N3CCN(c4ccc(Cl)cc4)CC3)o2)cc1	8%	?	-0.8%	1.0	?	0%	?	-15%	i
Cc1ccc(C)c(C(=O)CN2C(=O)CCC2=O)c1	12%	-4%	0.4%	0.0	-18%	0%	-5%	-15%	i
